# MBD2 DNA inh: MBD2-methylated oligo binding inhibition; Q9UBB5; TR-FRET, MBD2 binding to methylated oligonucleotide; inhibition, % at 4.4 µM; 370,000 tested, 0.31% active; in the data active means inhibition above about 13%
# PRMT1 inh: inhibitors of human PRMT1. Q99873. recombinant PRMT1, activity-based probe fluorescence polarization. inhibition, % at 2.79 µM. 370,000 tested, 1.3% active. AID 652257;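 active means inhibition above about 21% made by adding two undisclosed values, limit read from the data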
# PG9 binder: small molecules binding HIV-1 gp120 antibody PG9 | 360,000 tested, 0.43% active | TR-FRET gp120-PG9 antibody binding | inhibition, % at 6.7 µM; in the data active means inhibition above about 8.5%
# TCR-CD3 inh: human TCR-CD3 binding inhibition. TAMRA-labeled TCR probe fluorescence, biochemical. inhibition, % at 9.4 µM. 360,000 tested, 0.37% active; in the data active means inhibition above about 19%;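 further: recombinant mutant TCR 2C K166C tagged with TAMRA read by polarization; 0% = receptor in buffer alone and 100% = receptor with positive control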
# UHRF1 binding: blocks human UHRF1 binding to methylated DNA. UHRF1 binding to methylated oligo, TR-FRET. inhibition, % at 4.4 µM. 370,000 tested, 0.75% active; in the data active means inhibition above about 21%;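 further: UHRF1 SRA domain binding a hemimethylated CpG hairpin DNA probe; 0% = median of test compound wells and 100% = reference inhibitor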
# Target sequence (Q96T88 whole entry, looked up, the tested form may be a part): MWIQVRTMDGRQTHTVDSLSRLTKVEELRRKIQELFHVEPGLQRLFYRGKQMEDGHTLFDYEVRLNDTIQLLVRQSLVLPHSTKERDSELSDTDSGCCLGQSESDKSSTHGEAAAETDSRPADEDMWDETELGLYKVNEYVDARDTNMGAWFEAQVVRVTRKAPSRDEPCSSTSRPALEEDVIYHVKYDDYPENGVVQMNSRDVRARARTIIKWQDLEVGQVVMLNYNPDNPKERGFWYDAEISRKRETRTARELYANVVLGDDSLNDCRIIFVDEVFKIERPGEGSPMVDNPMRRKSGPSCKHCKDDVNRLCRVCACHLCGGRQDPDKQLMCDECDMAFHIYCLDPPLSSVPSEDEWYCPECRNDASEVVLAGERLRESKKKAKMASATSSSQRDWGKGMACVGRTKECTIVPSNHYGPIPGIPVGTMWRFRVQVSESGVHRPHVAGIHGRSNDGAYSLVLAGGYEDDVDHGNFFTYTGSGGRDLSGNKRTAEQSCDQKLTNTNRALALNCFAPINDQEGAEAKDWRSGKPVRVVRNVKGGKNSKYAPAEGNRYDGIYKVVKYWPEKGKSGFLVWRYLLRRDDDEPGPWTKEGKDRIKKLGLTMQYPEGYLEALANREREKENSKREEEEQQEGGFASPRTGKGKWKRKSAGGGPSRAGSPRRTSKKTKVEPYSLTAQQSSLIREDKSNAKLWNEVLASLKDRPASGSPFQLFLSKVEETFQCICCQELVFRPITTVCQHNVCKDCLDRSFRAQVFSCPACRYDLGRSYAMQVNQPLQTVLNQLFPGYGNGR
# Rev-erbA mod: Rev-erb alpha (human) modulation | AID 1259318 | Rev-erbα–FITC-DNA binding, fluorescence polarization, 90 min | activity, % at 10 µM | 370,000 tested, 0.79% active | P20393;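 active means activity above about 14%, limit read from the data; passing the limit was not always enough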;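 further: 0% = DMSO wells with 35 nM protein and 100% = DMSO wells with 750 nM protein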
# HTRA1 inh: HTRA1 (human) protease inhibition | 340,000 tested, 0.5% active | recombinant HTRA1, FP-rhodamine activity-based probe, fluorescence polarization | Q92743 | inhibition, % at 5.96 µM; in the data active means inhibition above about 36%;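 further: 0% = enzyme with DMSO and 100% = wells lacking enzyme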
# ABHD4 inh: ABHD4 (mouse) inhibition, primary FP screen. Q8VD66. purified mABHD4, FP-Rh probe fluorescence polarization. inhibition, % at 8.92 µM. 370,000 tested, 0.54% active;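 active means inhibition exceeding the mean over every tested compound plus 3 SD, cut at about 30% in these data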;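 further: 0% = plate median of compound wells and 100% = S159A mutant with DMSO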
#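 Assay system: mouse ABHD4 enzyme, wild type / Also added: fluorescent activity-based probe FP-Rh / Doses: single nominal dose of 8.92 µM, 0.89% DMSO final / Timing: 45 min compound pre-incubation plus 60 min probe step, 25 °C / Signal: FP readout, ex 525 nm / em 598 nm / Control set: S159A mutant/DMSO as 100%, compound-well median as 0%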
# rCAG RNA binder: binds r(CAG) RNA repeats | 370,000 tested, 1.3% active | r(CAG) RNA repeat, TO-PRO-1 dye displacement fluorescence | inhibition, % at 3 µM;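 active means inhibition above the plate cutoff, the mean of all test compounds on that plate plus 3 SD, cut at about 35% in these data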;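 further: 0% = DMSO alone and 100% = 100 µM mitoxantrone as full dye displacement; higher means more dye released from RNA so lower well fluorescence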
# LEDGF integ inh: blocks HIV-1 LEDGF/p75-dependent DNA integration | TR-FRET IN-LEDGF/p75 DNA integration, Eu/Cy5 | inhibition, % at 3.7 µM | 370,000 tested, 0.64% active | AID 743269;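 active means inhibition above the screen-wide mean plus 3 SD, cut at about 13% in these data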;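 further: signal is the Cy5 over europium emission ratio at 671 and 618 nm; 0% = plate median of compound wells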
# The depositor's hits bear a star; / = not tested or not shown. This is a subset. The share of hits here may be higher or lower than overall.
Structure	MBD2 DNA inh	PRMT1 inh	PG9 binder	TCR-CD3 inh	UHRF1 binding	Rev-erbA mod	HTRA1 inh	ABHD4 inh	rCAG RNA binder	LEDGF integ inh
O=C(NC1CCCC1)N[C@@H]1C=C[C@@H](CC(=O)N2CCOCC2)O[C@@H]1CO	0	-3	-0.2	5	0	-1	/	4	0	-2
C[C@H](CO)N1C[C@H](C)[C@@H](CN(C)C(=O)Nc2ccccc2)Oc2ccc(NC(=O)C3CC3)cc2C1=O	0	-2	0.5	-5	-1	-1	3	5	-5	1
CCc1ccccc1NC(=O)CN(C)C(=O)CSc1nn(-c2ccc(F)cc2)c(=S)s1	2	-1	-2.6	-1	0	-3	-9	-11	-1	1
CCCOc1ccc(CSc2nnc(CCC)n2N)cc1	2	-1	-0.6	2	-1	2	-5	0	-4	-1
O=[N+]([O-])c1ccc(S(=O)(=O)N2CCSC2c2ccco2)cc1 (stereo unspecified)	-4	46*	-2.0	-2	-5	-23	3	6	3	-5
Cn1nc(CC(=O)Nc2cccc3ncccc23)c2ccccc2c1=O	-7	1	-2.3	2	2	1	0	4	-1	0
Cc1ccc(NC(=O)c2cc(C)n(-c3cccc(C)c3)c2C)cc1	-1	-1	-0.4	5	0	3	-54	-3	-6	-2
C=CCNC(=S)NNC(=O)c1ccco1	0	2	-2.0	-4	2	-3	4	1	1	-12
CCc1ccc(/C=N/n2c(C)cc(C)c(C#N)c2=O)cc1	1	0	-3.6	10	-3	-8	-3	1	-1	0
Cc1cccc(N2CC(C)Cn3c2nc2c3c(=O)[nH]c(=O)n2C)c1 (stereo unspecified)	0	0	2.3	-4	2	5	8	4	0	0
CC(=O)c1ccccc1NC(=O)c1ccc(N2CCCC2=O)cc1	3	-2	-1.3	5	2	-1	-4	-6	3	2
C=C(C)c1cccc(C(C)(C)NC(=O)Nc2ccc(C(N)=O)cc2)c1	-1	1	-0.6	5	-4	0	-6	-7	1	0
CC(=O)Nc1cc[n+](CC(=O)c2ccc(Cl)cc2)cc1	0	4	-2.4	1	4	0	/	-6	2	-1
C=CCNc1ncnc2c1cnn2-c1cccc(C)c1	3	-2	0.9	1	3	5	3	2	0	8
Cc1ncoc1C(=O)N1CCCC(C(=O)c2ccc(-c3ccccc3)cc2)C1 (stereo unspecified)	-4	0	1.0	-1	-3	2	-10	-4	-4	1
O=C(O)C1c2ccccc2Cc2ccccc21	-8	-3	-2.7	3	-2	-3	-2	4	1	7
CSCCC(NC(=O)c1ccccc1)C(=O)NCCCSc1ccccc1 (stereo unspecified)	-3	-3	1.4	5	-1	-4	-15	2	2	-3
COc1ccc2cc(CN(Cc3ccco3)C(c3nnnn3C3CCCCC3)C(C)C)c(=O)[nH]c2c1 (stereo unspecified)	-4	0	-0.6	4	-4	2	-6	1	7	-2
COc1ccc(OC)c(S(=O)(=O)Nc2ccc3c(c2)n(C)c(=O)n3C)c1	-1	-2	0.6	1	-1	-2	-2	7	2	4
O=C(N/N=C/c1cccn1-c1cccc(C(=O)O)c1)Nc1ccccc1	-7	11	-0.6	-3	9	5	-4	-2	22	13
CN(C)C(CNC(=O)CCNS(=O)(=O)c1ccccc1C(F)(F)F)c1ccccc1 (stereo unspecified)	-3	1	1.7	1	0	0	0	1	2	-3
CCCCCC1CCC(c2ccc(/C(N)=N/O)cc2)CC1 (stereo unspecified)	-2	-1	-2.7	6	-2	3	0	-46	5	0
COc1ccc(C(=O)NCCc2c[nH]c3ccccc23)cc1[N+](=O)[O-]	-5	-1	-0.2	2	-1	5	-2	-1	-2	-1
N/C(=N\OC(=O)c1cc(Cl)ccc1Cl)c1ccncc1	-6	1	-0.5	4	1	7	1	1	1	1
COc1ccc(C(=O)COC(=O)CN2C(=O)C3C4CCC(C4)C3C2=O)cc1 (stereo unspecified)	1	0	-1.2	0	3	-2	-3	6	-5	2
O=C(O)c1cccc(-n2nnnc2SCc2ccccc2Cl)c1	1	-1	0.2	5	0	3	-5	13	5	1
O=C(CCn1cnc2ccccc2c1=O)Nc1cccc(Cl)c1Cl	-2	0	0.0	-1	-1	-3	8	-1	-2	-3
O=C(Nc1cccc(S(=O)(=O)N2CCOCC2)c1)c1ccc2ccccc2n1	1	6	0.0	-13	22*	-2	-14	4	4	-5
O=C(NCC1CCCN1S(=O)(=O)c1cccs1)c1ccc([N+](=O)[O-])cc1 (stereo unspecified)	-1	1	-0.3	-9	4	1	-2	-5	8	3
Cc1nc(SCC(=O)O)c2oc3ccccc3c2n1	1	0	-0.3	2	-4	4	-2	3	3	2
C/C(CC(=O)NCc1ccccc1Cl)=N/NC(=O)c1ccccn1	2	-1	-0.7	-6	-4	0	2	6	-1	2
COc1ccc(-c2cc(-c3ccccc3O)[nH]n2)cc1	-3	1	1.0	9	0	6	-44	-22	10	-3
COc1ccccc1NC(=O)c1nnn(CC(=O)Nc2ccccc2)c1N	3	0	-1.1	0	0	2	-8	-4	8	-1
CC1(C(=O)NCc2ccccc2)CSCC(=O)N1CC(F)(F)F (stereo unspecified)	-5	-8	-1.2	4	1	-2	/	1	0	3
CCN(C(=O)Cn1c(=O)oc2ccccc21)C1CCS(=O)(=O)C1 (stereo unspecified)	4	-2	-1.0	-3	1	/	2	-1	-2	0
Cc1ccc(S(=O)(=O)N2OC(c3ccccc3)C[C@H]2CC=C(c2ccccc2)c2ccccc2)cc1 (stereo partly specified)	10	-1	/	/	12	0	/	-4	/	1
Cc1ccc(CCN2CC(C(=O)NCCCN3CCCCCC3)CC2=O)cc1 (stereo unspecified)	-2	1	1.8	3	1	-4	4	7	-2	-1
O=C(NC(=S)NC1CCCc2ccccc21)c1ccc(F)cc1 (stereo unspecified)	0	3	0.1	-5	2	0	-16	-15	5	-4
COc1ccc(N2CCN(C(=O)c3ccc(-n4nc(C)cc4C)cc3)CC2)cc1	0	-1	-0.7	-4	-2	-2	-3	2	-2	0
CCOc1ccc(CN(C)C(=O)c2ccc(NS(=O)(=O)c3ccc4[nH]c(=O)[nH]c4c3)cc2)cc1	2	0	-0.6	-1	0	-4	-6	-12	8	-1
CCOc1ccc(N2CC(=O)N(c3ccc(OCC)cc3)CC2=O)cc1	5	0	1.7	3	2	-2	4	3	-5	0
Cc1ccc(NC(=O)CCc2nnc3ccc(NCc4ccco4)nn23)cc1F	2	-2	-3.2	10	0	-5	-4	-4	6	2
CC(Oc1ccc(C(=O)NCCc2ccccc2)cc1)C(=O)O (stereo unspecified)	2	1	-0.2	-4	2	1	-3	7	0	0
O=C1NN(c2cccc(Br)c2)C(=O)/C1=C\c1ccc(O)cc1	-8	20	-5.5	3	-5	2	-1	37*	72*	6
CC(C)Cn1c(N)c(C(=O)COC(=O)c2cccn2C)c(=O)n(C)c1=O	0	0	-1.2	0	2	-5	-2	-3	-3	-5
CN(Cc1cccc(F)c1)C(=O)c1cc(S(=O)(=O)N2CCOCC2)ccc1N1CCCC1	0	-1	-0.9	-2	0	-7	1	5	-2	2
Cc1cccc(NC(=S)NC(=O)/C=C/c2ccco2)c1	7	35*	0.9	2	1	0	-7	16	37*	12
C=CCNC(=O)c1onc(CSc2ccccc2C)c1C(=O)O	4	2	-0.7	-2	2	-4	0	0	6	2
Cn1cc(C(=O)N/N=C/c2ccc3c(c2)OCO3)c2ccccc21	2	2	-0.4	1	-4	-7	-6	-17	2	5
COC(=O)C[C@@H]1CC[C@H]2[C@@H](COc3ccc(NC(=O)c4ccc(Cl)cc4)cc3C(=O)N2C)O1	8	2	/	/	2	9	/	-8	6	-1

# Further results follow.
Structure	MBD2 DNA inh	PRMT1 inh	PG9 binder	TCR-CD3 inh	UHRF1 binding	Rev-erbA mod	HTRA1 inh	ABHD4 inh	rCAG RNA binder	LEDGF integ inh
CCCC(C)C(=O)NCc1ccccc1OC (stereo unspecified)	0	1	-0.8	3	0	-4	-8	-5	-2	-1
NC(=S)NN=Cc1ccc(-c2ccc(S(=O)(=O)Nc3ncccn3)cc2)o1	15*	32*	-4.2	9	47*	-3	7	19	30	15*
CC(=O)c1cccc(NC(=O)CCNS(=O)(=O)c2cccc(C(C)=O)c2)c1	9	6	1.6	0	6	1	-2	-5	2	0
O=C(O)c1ccc2cc[nH]c2c1	-4	2	1.1	3	-1	6	3	6	3	-2
O=C(Cn1c(=S)[nH]c2ccccc21)c1ccccc1	2	1	-0.5	7	1	2	-7	0	1	0
COc1ccccc1N1CCN(/N=C/C(Cl)=C/c2ccccc2)CC1	2	-2	-1.1	9	9	0	-3	-6	-3	0
CC(C)(C)NC(=O)C(c1c[nH]c2ccccc12)N(C(=O)Cn1nnc(-c2ccc(F)cc2)n1)c1cccc(O)c1 (stereo unspecified)	-6	1	-3.4	-4	3	3	-44	-26	8	6
O=C(Nc1cccn2ncnc12)C(Cl)Cl	2	-2	-0.4	5	-1	-4	6	-2	2	0
Cn1ncc2c(Nc3ccccc3Cl)nc(Cl)nc21	-4	-4	0.0	3	-1	-2	4	-10	-2	2
Cc1cc(C)n2c(SCC(=O)Nc3ccccc3C#N)nnc2n1	3	3	0.8	5	-1	6	8	5	8	-3

# Full records from above. Values in the order: MBD2 DNA inh | PRMT1 inh | PG9 binder | TCR-CD3 inh | UHRF1 binding | Rev-erbA mod | HTRA1 inh | ABHD4 inh | rCAG RNA binder | LEDGF integ inh
# CC(C)(C)NC(=O)C(c1c[nH]c2ccccc12)N(C(=O)Cn1nnc(-c2ccc(F)cc2)n1)c1cccc(O)c1 (stereo unspecified) is entered as -6 | 1 | -3.4 | -4 | 3 | 3 | -44 | -26 | 8 | 6
# Cc1cc(C)n2c(SCC(=O)Nc3ccccc3C#N)nnc2n1 is entered as 3 | 3 | 0.8 | 5 | -1 | 6 | 8 | 5 | 8 | -3

# More compounds.
Structure	MBD2 DNA inh	PRMT1 inh	PG9 binder	TCR-CD3 inh	UHRF1 binding	Rev-erbA mod	HTRA1 inh	ABHD4 inh	rCAG RNA binder	LEDGF integ inh
O=C(c1ccc(N2CCC3(CC2)OCCO3)c([N+](=O)[O-])c1)N1CCOCC1	-3	3	-2.9	2	-1	12	3	0	-3	3
COc1ccc(CCNC(=O)CN(CCc2ccccc2)S(C)(=O)=O)cc1OC	5	0	-2.5	6	0	-2	-1	1	-5	0
CC(C)[C@H](NC(=O)c1ccco1)C(=O)OCC(=O)c1ccc2c(c1)NC(=O)CO2	4	1	-4.5	118*	1	-1	-6	0	1	0
O=C(Cn1c(=O)sc2ccccc21)N1CCOCC1	0	0	-2.3	4	0	-3	-1	0	2	-1
Cc1ccc(C(=O)N/C(=C/c2cccs2)C(=O)NCCc2c[nH]c3ccccc23)cc1	4	-1	-0.8	4	4	5	-14	2	4	1
Cc1ccn2cc(C34CC5CC(CC(C5)C3)C4)nc2c1	-7	-3	1.4	7	-1	-2	-5	-1	-6	-3
COc1ccc(NC(=O)Cc2cccc(F)c2)cc1S(=O)(=O)Nc1ccccc1Cl	-5	-2	0.7	-1	-2	11	-28	-17	9	2
CC(C)(CNS(=O)(=O)c1ccc(Br)s1)N1CCOCC1	-7	-6	0.1	5	-1	-5	-1	-3	3	2
O=C(COc1ccc(/C=N/NC(=O)c2ccc(O)cc2)cc1)Nc1ccc([N+](=O)[O-])cc1	3	1	0.4	-4	2	-33	-3	-4	0	-5
O=C(OCCN1CCCC1=O)c1cncc(Br)c1	-5	-2	0.0	2	-5	3	0	4	-1	2
CCCC(=O)N1CCN(c2ccc(NC(=O)c3sc4ccccc4c3Cl)cc2)CC1	-5	-4	-5.3	9	-3	-13	-3	3	1	-3

# High-throughput results (PubChem BioAssay)
